Screening data as filed in PubChem BioAssay.
RXFP1 antag – qHTS Assay for Antagonists of the Relaxin Receptor RXFP1. Relaxin receptor 1 (Homo sapiens), Q9HBX9. HEK293-RXFP1, relaxin-stimulated cAMP HTRF, 30 min; stronger effect = lower value. activity change, negative = inhibition, % at 57.5 µM. actives 0.59% (n = 350,000);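 active = activity change of -60% or lower, but not beyond a set lower limit; inconclusive = change between -60% and -40%, or beyond the set limit; inactive = change above -40%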; note: % is set by controls: 0 for no effect and ±100 for the full control effect
POLH inh – qHTS for Inhibitors of Polymerase Eta; DNA polymerase eta (Homo sapiens), Q9Y253; recombinant Pol eta, fluorescent DNA replication assay; Potency, µM (top dose mostly 114 µM), for the others: at the highest dose activity change, negative = inhibition, actives largely listed as inhibitors; actives 1.2% (n = 390,000); note: potency is the fitted concentration of half-maximal effect; % is set by controls: 0 for no effect and ±100 for the full control effect
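Pol eta (10 nM) was preincubated with compounds for 15 min at room temperature, after which fluorescent replication substrate (50 nM final) was added to start the reaction. Fluorescence was read kinetically at 0 and 10 min.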
APE1 inh – qHTS Assay for Inhibitors of the Human Apurinic/apyrimidinic Endonuclease 1 (APE1). DNA repair nuclease/redox regulator APEX1 (Homo sapiens), P27695. recombinant APE1, TAMRA/BHQ-2 abasic DNA cleavage fluorescence. actives 0.35% (n = 350,000). Potency, µM (doses to about 65.8 µM), for the others: top-dose activity change, negative = inhibition, most hits filed as inhibitors. AID 2517, 2012;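 note: potency is the fitted concentration of half-maximal effect; plate controls were vehicle for no effect and reference inhibitor for full effect; nearly all actives have a fitted effect of over 55% in size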
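Readout is kinetic fluorescence (ex 525, em 598 nm) from cleavage of 50 nM TAMRA/BHQ-2 THF abasic duplex by 0.75 nM APE1, compound added 15 min beforehand at RT.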
BLM helicase inh – qHTS Assay for Inhibitors of Bloom's syndrome helicase (BLM); RecQ-like DNA helicase BLM (Homo sapiens), P54132; recombinant BLM DNA unwinding, fluorescence dequenching; Potency, µM (top dose mostly 56.1 µM), for the others: at the top dose activity change, negative = inhibition, most hits filed as inhibitors; actives 0.2% (n = 350,000); AID 2528, 2010;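 note: potency is the fitted concentration of half-maximal effect; plate controls were vehicle for no effect and no enzyme for full effect; nearly all actives have a fitted effect of over 35% in size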
Apoferritin bind – qHTS Assay for Identification of Novel General Anesthetics; Ferritin light chain (Equus caballus), P02791; apoferritin/1-aminoanthracene competitive binding, fluorescence; Potency, µM (highest dose often 77.5 µM), for inactives: at the highest dose activity change, negative = displacement, usual class: inhibitors; actives 0.074% (n = 350,000); AID 485281, 2010; note: potency is the fitted concentration of half-maximal effect; % is set by controls: 0 for no effect and ±100 for the full control effect; nearly all actives have a fitted effect of over 20% in size
Target sequence (P02791 2-175 limits assumed): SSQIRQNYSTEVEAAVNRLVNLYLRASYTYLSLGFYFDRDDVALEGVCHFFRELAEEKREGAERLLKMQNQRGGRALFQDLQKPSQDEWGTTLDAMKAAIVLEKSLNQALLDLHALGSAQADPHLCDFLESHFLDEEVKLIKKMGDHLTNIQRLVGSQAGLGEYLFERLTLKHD
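Steps: apoferritin (10 uM) was premixed with half-saturated 1-AMA in PBS, compounds were pin-transferred, plates stood 10 min at room temperature, fluorescence was read at 380/535 nm, and curves were fitted with a Hill equation.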
Tb PGK inh – qHTS Assay to Find Inhibitors of Phosphoglycerate Kinase; Phosphoglycerate kinase, glycosomal (Trypanosoma brucei brucei), P07378; PGK/GAPDH coupled, Kinase-Glo luminescence, 60 min; Potency, µM (highest dose often 57.5 µM), for the others: at the highest dose activity change, negative = inhibition, hits mostly inhibitors; actives 0.043% (n = 380,000); AID 602233, 2012; note: potency is the fitted concentration of half-maximal effect; % is set by controls: 0 for no effect and ±100 for the full control effect; nearly all actives have a fitted effect of over 60% in size
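Luminescent ATP detection (Kinase-Glo Plus) follows a 60-minute room-temperature incubation, with wells lacking PGK as controls. Buffer: 100 mM TEA (pH 7.6), 5 mM MgCl2, 0.01% Tween-20. Coupling enzyme GAPDH (100 nM final) supplies unstable 1,3-BPG in-well.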
Pol kappa inh – qHTS for Inhibitors of Polymerase Kappa | actives 0.53% (n = 400,000) | purified Pol kappa, fluorescent DNA synthesis assay, 10 min | Potency, µM (series often up to 107 µM), inactives show at the highest dose activity, negative = inhibition, most hits filed as inhibitors; note: potency is the fitted concentration of half-maximal effect; % is set by controls: 0 for no effect and ±100 for the full control effect
Target sequence (Q9UBT6 whole entry, looked up): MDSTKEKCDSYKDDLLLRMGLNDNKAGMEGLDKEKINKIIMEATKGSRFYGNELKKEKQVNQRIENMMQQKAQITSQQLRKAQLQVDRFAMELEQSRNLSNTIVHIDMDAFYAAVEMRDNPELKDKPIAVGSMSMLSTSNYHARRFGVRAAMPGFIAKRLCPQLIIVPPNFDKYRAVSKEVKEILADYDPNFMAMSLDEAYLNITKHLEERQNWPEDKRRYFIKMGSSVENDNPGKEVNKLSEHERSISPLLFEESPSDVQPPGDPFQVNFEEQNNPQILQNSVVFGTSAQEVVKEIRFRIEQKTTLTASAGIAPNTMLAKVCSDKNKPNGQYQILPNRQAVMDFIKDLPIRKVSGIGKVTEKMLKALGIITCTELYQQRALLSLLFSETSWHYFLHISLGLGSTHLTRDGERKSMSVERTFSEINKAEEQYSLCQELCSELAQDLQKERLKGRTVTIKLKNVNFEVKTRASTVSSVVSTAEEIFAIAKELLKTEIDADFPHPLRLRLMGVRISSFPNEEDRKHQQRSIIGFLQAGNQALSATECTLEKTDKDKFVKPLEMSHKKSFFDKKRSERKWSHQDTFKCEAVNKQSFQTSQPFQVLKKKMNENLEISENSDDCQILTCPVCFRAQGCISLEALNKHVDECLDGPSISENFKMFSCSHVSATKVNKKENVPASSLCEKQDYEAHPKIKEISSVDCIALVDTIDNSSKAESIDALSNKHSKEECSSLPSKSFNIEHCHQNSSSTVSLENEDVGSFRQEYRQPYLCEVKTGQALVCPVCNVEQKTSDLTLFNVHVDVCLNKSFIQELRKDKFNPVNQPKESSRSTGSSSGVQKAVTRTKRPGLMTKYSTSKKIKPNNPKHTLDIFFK
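Kinetic fluorescence screen: compound preincubated 15 min RT with 10 nM enzyme; 50 nM substrate (final) initiates; reads at 0/10 min.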
Pol iota inh – qHTS for Inhibitors of Polymerase Iota; Potency, µM (series often up to 115 µM), without a hit: at the top dose activity, negative = inhibition, most hits filed as inhibitors; Pol iota fluorescent replication assay, 10 min; DNA polymerase iota (Homo sapiens), Q9UNA4; actives 1% (n = 390,000); note: potency is the fitted concentration of half-maximal effect
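Pol iota at 10 nM preincubated 15 min with compounds at room temperature; reaction started with fluorescent substrate, 50 nM final. Fluorescence read kinetically at 0 and 10 min; buffer-only wells as negative control.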
POLB inh – qHTS Assay for Inhibitors of DNA Polymerase Beta. P06746. Pol beta primer extension/strand displacement, fluorescence kinetic. Potency, µM (series often up to 114 µM), without a hit: at the highest dose activity change, negative = inhibition, most hits filed as inhibitors. actives 1.3% (n = 340,000). AID 485314, 2010; note: potency is the fitted concentration of half-maximal effect; % is set by controls: 0 for no effect and ±100 for the full control effect
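Kinetic readout of DNA synthesis with strand displacement by Pol beta. Compound and 10 nM enzyme sit 15 min at room temperature; 50 nM substrate starts the reaction, read immediately and at 10 min.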
* = called active by the depositor; i = inactive; ? = inconclusive; . = not tested or not shown; & = joins results of further samples; [ ] = dose if it differs, or a comment. Unless noted, calls come from the whole dose curve; as a rule, active = well fitted curve in the direction sought with a large enough effect; inconclusive = small, poorly fitted or top-dose-only effect, or another doubt; inactive = no such curve, though single readings can be large; an effect the other way counts as inactive or inconclusive. A portion of the library; the hit share may differ from the screen's.

SMILES	RXFP1 antag	POLH inh	APE1 inh	BLM helicase inh	Apoferritin bind	Tb PGK inh	Pol kappa inh	Pol iota inh	POLB inh
Cn1c(NCc2ccccc2Cl)nc2ccccc21	.	-3.1%	.	.	.	-8.3%	-0.7%	-13.8%	.
COc1ccc(C(=O)Nc2ccc(Cl)cn2)cc1S(=O)(=O)N1CCCC1	9.0	3.8%	-5.6%	.	.	-4.2%	-9.1%	-28.5%	.
CCC1(C)NC(=O)N(CC(=O)N2CCN(c3cccc(Cl)c3)CC2)C1=O (stereo not drawn)	-2.7	-22.4%	-5.5%	.	.	6.6%	-16.2%	31.3%	.
COc1ccccc1C(=O)NNC(=O)C(=O)N1CCCCC1	-8.4	-1.1%	-1.3%	0.4%	-5.9%	-0.2%	-0.7%	-21.2%	3.7%
O=C(c1ccco1)N1CCN(c2nc(C(F)(F)F)nc3c2nnn3Cc2ccccc2)CC1	3.0	-8.3%	0.5%	-3.5%	-6.0%	-10.8%	-8.8%	-7.3%	?
COc1ccc(N2CCN(CC(=O)c3ccc(Cl)cc3)CC2)cc1	-20.9	-11.7%	-4.9%	-3.3%	-14.5%	5.1%	-10.5%	14.6%	-2.0%
O=C(C1CCC(Cn2c(=O)c3sccc3n(Cc3cccc(F)c3)c2=O)CC1)N1CCCCC1 (stereo not drawn)	-10.5	-8.6%	.	-6.8%	49.5%[activator]	-5.0%	-21.5%	14.7%	3.0%
Cc1ccc(N2CCN(C(=S)c3ccc(-c4ccccc4[N+](=O)[O-])o3)CC2)cc1	-17.7	-13.8%	-2.2%	-11.8%	-6.7%	2.7%	-13.6%	224.4%[activator]	12.6%
CCOC(=O)c1ccccc1NC(=O)c1cc2c(s1)-c1ccccc1SC2	-11.3	-17.7%	.	-5.3%	2.4%	i	-2.6%	12.6%	-7.1%
Cc1cc(NC(=O)c2cccnc2)ccc1Br	-5.1	4.4%	-12.0%	1.0%	-4.1%	-5.7%	8.2%	21.0%	45.1%
CC1(C)CC(=O)N(CC(=O)O)c2ccccc2S1	4.0	-7.3%	1.3%	-1.7%	-6.8%	-1.5%	-13.8%	-7.6%	11.9%
Cc1cc2nc(N3CCN(C(=O)c4ccco4)CC3)sc2cc1C	-11.8	-8.8%	2.9%	.	.	-0.1%	-6.6%	6.4%	.
COc1ccc(C)cc1NC(=O)C(=O)NCC(c1cccnc1)N1CCc2ccccc21 (stereo not drawn)	-31.1	-15.5%	.	-0.1%	-6.3%	i	5.7%	27.3%	0.3%
C=CCOC(=O)C1=C(C)NC2(O)c3ccccc3C(=O)C12O (stereo not drawn)	0.8	-8.9%	-5.2%	0.2%	-5.0%	i	-2.1%	1.4%	12.5%
Cc1c(C(=O)N2CCc3ccccc3C2)oc2ccc(S(=O)(=O)N3CCCCCC3)cc12	-1.4	-13.7%	-5.5%	-7.8%	-13.8%	-2.4%	-3.8%	2.3%	1.2%
CCN1CCc2nc3sc(C(=O)N4CCc5ccccc5C4)c(N)c3cc2C1	2.5	-4.9%	4.5%	-12.9%	3.5%	-9.8%	-11.9%	75.2%[activator]	-3.5%
Cc1ccc(NC(=O)C2CCCN2S(=O)(=O)c2cccc3cccnc23)c(C)c1 (stereo not drawn)	4.2&-12.7	-2.6%&-12.4%	28.4%	1.2%&-2.3%	-18.9%&-5.9%	5.1%	-13.8%&-16.0%	-4.7%&22.1%	-31.4%&-0.7%
COc1ccc(OC)c(C(=O)Cn2nnc3ccccc3c2=O)c1	-0.7	-10.7%	12.7%	-3.5%	-12.5%	-6.4%	-15.5%	11.5%	12.4%
CC1(C)Cc2c(oc3ncn4ncnc4c23)CO1	-4.9	-11.4%	4.6%	2.7%	-7.4%	0.8%	-8.2%	-4.3%	1.1%
CCOC(=O)N1CCc2c(sc(NCc3cc(OC)ccc3OC)c2C(=O)Nc2cc(OC)ccc2OC)C1	-9.8	-6.7%	.	-6.0%	-13.5%	13.0%	-25.4%[60.1 µM]	34.0%[activator]	1.9%
N#Cc1ccc(NC(=S)NC(=O)C2CCCCC2)cc1	-3.9	-7.7%	26.5%	.	.	-6.9%	-18.3%	-0.7%	.
O=C(CCC(=O)N1CCN(S(=O)(=O)c2ccccc2Cl)CC1)c1ccccc1	-19.9	-24.1%	2.0%	.	.	2.4%	-10.0%	17.6%	.
Cc1ccc(NC(=O)Nc2cc(C(F)(F)F)c[nH]c2=O)cc1	-15.7	-0.1%	20.6%	-1.0%	-10.4%	-8.8%	-2.5%	1.5%	21.4%
CCN(CC)S(=O)(=O)c1cccc(C(=O)Nc2sc3c(c2C(N)=O)CCCC3)c1	-2.4	3.1%	-10.2%	-2.9%	-8.0%	-2.5%	-16.3%	31.0%[activator]	46.9%[activator]
COc1ccc(-c2noc(CN(C)S(=O)(=O)c3c(C)cc(C)cc3C)n2)cc1OC	-7.0	.	.	-5.5%	58.1%[activator]	.	1.1%	-6.5%	29.9%
O=C(Nc1ccccc1)C1=C(O)CC(c2ccc(Cl)cc2)N2CCN=C12 (stereo not drawn)	-35.7	-21.7%	-2.3%	-7.7%	-5.9%	-2.0%	-3.0%	1.9%	1.4%
Cc1ccc(-c2noc(CCCc3ccccc3)n2)cc1	-4.5	-9.6%	2.5%	-4.4%	-5.7%	-5.7%	-10.2%	4.0%	-5.3%
Cc1cc(NC(=O)c2ccc(Br)c([N+](=O)[O-])c2)no1	-16.1	-13.0%	2.6%	-4.4%	-3.6%	-6.4%	1.8%	-3.1%	-4.2%
O=C1/C(=C\c2ccc(O)cc2)CCC1CNc1ccc(Cl)cc1 (stereo not drawn)	-10.7	-9.4%	.	.	.	5.6%	-8.9%	-3.4%	.
COc1cc(OC)cc(N(C(=O)CNC(=O)c2cccs2)C(C(=O)NCC2CCCO2)c2ccccc2)c1 (stereo not drawn)	-3.8	-15.0%	6.9%	-3.3%	-2.9%	6.8%	-9.6%	107.5%[activator]	26.8%
CCOc1ccc(C2C(=O)N(C3CCCCC3)CC(=O)N2CCC2=CCCCC2)cc1OC (stereo not drawn)	-2.6	2.0%	.	-1.2%	-3.8%	-12.5%	-4.3%[60.1 µM]	-16.6%	-1.0%
CCOC(=O)CNC(=O)c1cc2c(=O)n3cccc(C)c3nc2n1C	1.8	-4.5%	.	-5.5%	30.7%[activator]	11.8%	-20.0%	33.5%[activator]	70.8µM*
COc1ccc(NC(=O)Nc2cccc3c2O[C@H](CN(C)S(=O)(=O)c2c(C)noc2C)[C@@H](C)CN([C@H](C)CO)C3=O)cc1	.	-9.1%	-0.4%	.	.	0.5%	0.4%	12.5%	.
COc1ccc(/C(N)=N/OC(=O)c2ccc3c(c2)OCO3)cc1OC	-21.7	-3.6%	-3.2%	2.7%	-4.5%	-3.1%	-8.2%[60.1 µM]	4.9%	-7.1%
Cc1ccc(Nc2nnc(SCc3cc(=O)n4ccsc4n3)s2)c(C)c1	4.9	0.4%	3.5%	-2.4%	?	3.8%	-17.5%	8.2%	2.1%
Cc1ccc(NC(=O)CNC(=O)c2ccco2)cc1Cl	-4.2	-14.3%	-3.8%	-1.3%	-20.4%	-4.5%	9.5%	-4.6%	29.5%
O=C(COC(=O)c1cc(S(=O)(=O)N2CCOCC2)ccc1F)NCc1ccc2c(c1)OCO2	-11.8	-19.2%	29.9%	.	.	-5.9%	-4.8%	20.5%	.
CCC(C(=O)OCC(=O)N(C)c1c(N)n(Cc2ccccc2)c(=O)[nH]c1=O)c1ccccc1 (stereo not drawn)	-15.1	-16.6%	16.2%	.	.	-1.1%	10.5%	2.1%	.
CC(C)N1C(=O)C(O)(c2c[nH]c3ccccc23)c2ccccc21 (stereo not drawn)	.	-16.0%	.	0.8%	?	6.3%	-8.1%	-3.4%	7.0%
Cc1cc(NS(C)(=O)=O)c(=O)n(Cc2cccc(F)c2)c1	-3.7	-7.6%	-0.3%	-0.2%	-9.7%	8.1%	2.4%	7.3%	49.3%
O=C(COc1ccc(S(=O)(=O)N2CCCCC2)cc1Cl)N1CCOCC1	18.8	0.9%	8.0%	2.0%	6.4%	-7.9%	-4.7%	31.9%	7.2%
CN(C)S(=O)(=O)c1cccc(NC(=O)COC(=O)c2cccn2C)c1	12.0	-22.2%	0.3%	0.2%	-17.7%	-9.6%	-11.1%	33.5%	4.4%
Cn1nc(-c2ccccc2F)c2cc(C(=O)NCc3cccc(Cl)c3)sc21	.	-13.4%	.	-6.3%	-0.1%	-9.5%	-14.4%	-7.1%	-0.6%
CCCCC(=O)Nc1ccc(NC(=S)NC(=O)CC(C)C)cc1OC	3.0	-4.0%	-3.8%	2.6%	11.4%	i	-5.4%	11.9%	16.9%
Cc1ccc(N2CC(C(=O)NC3CC3)CC2=O)cc1Cl (stereo not drawn)	11.1	11.3%	33.7%	-1.1%	-4.9%	-2.5%	-5.3%	38.1%[activator]	0.9%
Brc1ccccc1-c1nnc2sc(-c3ccc4c(c3)OCCO4)nn12	-12.6	4.7%	2.3%	-1.0%	-13.3%	-5.8%	-5.7%	32.5%[activator]	10.9%
